IL-2 act – qHTS of IL-2 Activators | actives 0.065% (n = 360,000) | activation, % (series mostly up to about 46 µM) | IL-2 activation reporter assay, cell-based qHTS; stimulated with anti-CD3/CD4/CD28 beads; in transgenic mouse T cells | AID 652025, 2013; in the data active = activation above about 50%; inconclusive = mostly about 30% to 49%; also: 0% is about no effect
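Screening format: compound pinned onto unstimulated transgenic mouse T cells, 60 min incubation, then anti-CD3/anti-CD4/anti-CD28 bead stimulation for 18 hours at 37 degrees C, followed by EGFP and DsRed detection.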
Nrf2 inh – Nrf2 qHTS screen for inhibitors; AID 504444, 2011; actives 2.1% (n = 360,000); Potency, µM (doses to about 46 µM), for inactives: top-dose activity change, negative = inhibition, hits mostly inhibitors; A549 ARE-Fluc reporter, luciferase luminescence, 18-24 h; also: potency is read from the fitted curve at half-maximal effect; % is scaled to controls: 0 for no effect and ±100 for the full control effect; nearly all actives have a fitted effect of over 60% in size
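In this cell-based qHTS, ARE-driven firefly luciferase in A549 cells reports Nrf2 activity; the luminescent signal after BugLite lysis is the measured value, with a prior CellTiter-Fluor read for cell health.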
HepG2 viability – qHTS for Inhibitors of TGF-b: Cytotox Counterscreen; HepG2 CAGA-GFP viability, ATP luminescence, 18 h; Potency, µM (highest dose often 46.1 µM), without a hit: at the top dose activity change, negative = cytotoxicity, most hits filed as cytotoxic; actives 0.76% (n = 410,000); also: potency is read from the fitted curve at half-maximal effect; some results filed as inactive show a strong effect at the top dose
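CellTiter-Glo luminescence gave cytotoxicity after 18 hours at 37 degrees C. The cells were HepG2 CAGA-GFP in 1% FBS DMEM, stimulated with 500 pg/mL TGF-beta after compound addition. %Activity was normalised to no-cell wells (complete cell-killing) and DMSO (no toxicity), and curves were fitted and classified.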
S2 tox – Viability Counterscreen for Primary qHTS for Inhibitors of ATXN expression | S2 cells (HEK-293 line with an ATXN2-luciferase reporter) viability, CellTiter-Fluor protease fluorescence, 24 h | actives 0.49% (n = 400,000) | Potency, µM (top dose mostly 56.7 µM), most hits filed as cytotoxic; also: potency is read from the fitted curve at half-maximal effect; nearly all actives have a fitted effect of over 40% in size
ATXN2 expr inh – Primary qHTS for Inhibitors of ATXN expression; Potency, µM (series often up to 57 µM), for inactives: at the highest dose activity change, negative = inhibition, actives largely listed as inhibitors; actives 0.72% (n = 360,000); HEK-293 ATXN2-luciferase reporter, luminescence, 24 h; also: potency is read from the fitted curve at half-maximal effect; % is scaled to controls: 0 for no effect and ±100 for the full control effect; nearly all actives have a fitted effect of over 55% in size
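ATXN2-luciferase reporter cells (luciferase flanked by upstream and downstream ATXN2 gene portions) were treated 24 h at 37 °C with compounds at up to 57 uM. SteadyGlo luminescence gave expression; GF-AFC fluorescence gave viability.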
Nrf2 activator – qHTS of Nrf2 Activators; AREc32 ARE-luciferase reporter (MCF7-derived line), luminescence, 24 h; Potency, µM (titrated, usually from 46.1 µM), for inactives: top-dose activation, usual class: activators; actives 0.31% (n = 410,000); also: potency is read from the fitted curve at half-maximal effect; % of control where 0% means no effect; nearly all actives have a fitted effect of over 65% in size
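AREc32 cells carrying an ARE-driven firefly luciferase, 1000 cells/well in OPTI-MEM with 5% FBS, dosed after overnight attachment and incubated 24 hr at 37 deg C. Steady-Glo luminescence read after 30 min at RT.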
A549 viability – Nrf2 qHTS screen for inhibitors: counterscreen for cytotoxicity; Potency, µM (doses to about 46 µM), for the others: top-dose activity change, negative = cytotoxicity, actives largely listed as inhibitors; A549 ARE-Fluc cells, CellTiter-Fluor viability, 18-24 h; actives 0.16% (n = 390,000); also: potency is read from the fitted curve at half-maximal effect; % is scaled to controls: 0 for no effect and ±100 for the full control effect
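Cytotoxicity counterscreen: CellTiter-Fluor fluorescence was measured in A549 ARE_Fluc cells after 18-24 h of compound exposure in a concentration series. The subsequent BugLite luminescent read reports ARE-luciferase activity.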
EPAC2 ag – qHTS for Agonist of cAMP-regulated guanine nucleotide exchange factor 4 (EPAC2): primary screen. actives 0.079% (n = 360,000). EPAC2 activation, biochemical qHTS; response scale: 100% = 6.5 mM cAMP response. Potency, µM (titrated, usually from 154 µM), for the others: at the highest dose activation, most hits filed as activators. Rap guanine nucleotide exchange factor 4 (Homo sapiens), Q8WZA2; also: potency is read from the fitted curve at half-maximal effect; nearly all actives have a fitted effect of over 50% in size
Target sequence (Q8WZA2 whole entry, looked up): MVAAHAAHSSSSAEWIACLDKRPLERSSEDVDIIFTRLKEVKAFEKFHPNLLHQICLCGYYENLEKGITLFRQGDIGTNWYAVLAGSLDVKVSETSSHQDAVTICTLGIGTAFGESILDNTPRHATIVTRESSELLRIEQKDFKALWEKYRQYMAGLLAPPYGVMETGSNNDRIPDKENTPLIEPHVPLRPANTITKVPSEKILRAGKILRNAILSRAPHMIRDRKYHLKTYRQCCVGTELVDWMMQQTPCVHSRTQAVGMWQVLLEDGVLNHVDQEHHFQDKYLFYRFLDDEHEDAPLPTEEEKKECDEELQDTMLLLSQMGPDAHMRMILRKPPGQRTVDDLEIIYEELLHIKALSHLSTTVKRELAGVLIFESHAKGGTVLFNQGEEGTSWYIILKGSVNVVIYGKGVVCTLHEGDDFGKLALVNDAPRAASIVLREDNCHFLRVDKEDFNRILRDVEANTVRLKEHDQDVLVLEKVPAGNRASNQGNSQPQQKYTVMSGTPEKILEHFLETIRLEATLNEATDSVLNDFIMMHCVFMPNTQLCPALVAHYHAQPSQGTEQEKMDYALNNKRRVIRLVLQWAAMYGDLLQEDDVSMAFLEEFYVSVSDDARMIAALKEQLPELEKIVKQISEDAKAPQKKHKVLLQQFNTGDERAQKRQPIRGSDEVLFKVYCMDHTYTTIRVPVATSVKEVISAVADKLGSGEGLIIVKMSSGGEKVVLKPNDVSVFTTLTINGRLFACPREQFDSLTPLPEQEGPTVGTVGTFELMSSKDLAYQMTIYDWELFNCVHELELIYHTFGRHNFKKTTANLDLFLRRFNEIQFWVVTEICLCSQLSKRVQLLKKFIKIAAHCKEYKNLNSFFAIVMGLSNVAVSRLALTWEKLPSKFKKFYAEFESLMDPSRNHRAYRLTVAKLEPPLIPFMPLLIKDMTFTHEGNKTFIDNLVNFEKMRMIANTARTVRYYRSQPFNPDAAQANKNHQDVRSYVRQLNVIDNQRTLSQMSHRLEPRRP
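Setup: EPAC2 100 nM, labeled Rap1B complex 250 nM, free GDP 50 uM. Compound titrations pinned in, brief spin, 5 min room temperature incubation. Kinetic fluorescence read over 30 min, normalized to 6.5 mM cAMP.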
TGFb inhibitor – qHTS for Inhibitors of TGF-b. HepG2 CAGA-GFP TGF-b/SMAD3 reporter, GFP fluorescence, 18 h; TGF-beta stimulated, 500 pg/mL final. Potency, µM (top dose mostly 46.1 µM), inactives show at the highest dose activity, negative = inhibition, most hits filed as inhibitors. actives 1.2% (n = 410,000). AID 588855, 2011; also: potency is read from the fitted curve at half-maximal effect; % is scaled to controls: 0 for no effect and ±100 for the full control effect; nearly all actives have a fitted effect of over 65% in size
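TGF-beta reporter screen: HEPG2 CAGA-GFP, 1% FBS, 500 pg/mL TGF-beta final, 18 h; per-cell GFP summed per well; curves fitted and categorized by class.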
Numbers without * were called inactive; [ ] = dose if it differs, or a comment. Unless noted, calls follow the shape of the dose curve; as a rule, active = well fitted curve in the direction sought with a large enough effect; inconclusive = small, poorly fitted or top-dose-only effect, or another doubt; inactive = no such curve, though single readings can be large; an effect the other way counts as inactive or inconclusive.

Results for O=S(=O)(Nc1ncnc2scc(-c3ccc(F)cc3)c12)c1cc(F)ccc1F ?
IL-2 act: -0.6; Nrf2 inh: -29%; HepG2 viability: -4%; S2 tox: inactive; Nrf2 activator: -0.2%; A549 viability: -5%; EPAC2 ag: 3%; TGFb inhibitor: inconclusive

What do the screens show for `COc1ccc(Cl)cc1NC(=O)Cn1c(=O)c(-c2ccccc2NC(C)=O)nc2ccccc21`?
Nrf2 inh: inconclusive; HepG2 viability: 1%; Nrf2 activator: 4.1%; A549 viability: 4%; TGFb inhibitor: 24%

How did CCOC(=O)C1CN(S(=O)(=O)c2ccc(Cl)cc2)c2cc(S(=O)(=O)CC)ccc2O1 (stereo not given) do in these assays?
IL-2 act: 0.1; Nrf2 inh: 18%; HepG2 viability: 1%; S2 tox: inactive; ATXN2 expr inh: -1%; Nrf2 activator: 0.4%; A549 viability: 0%; EPAC2 ag: 12%; TGFb inhibitor: -1%

How did Cc1ccc(CCNC(=O)C2CCN(S(=O)(=O)c3cccc4cccnc34)CC2)cc1 do in these assays?
IL-2 act: -0.7; Nrf2 inh: -13%; HepG2 viability: -15%; S2 tox: inactive; ATXN2 expr inh: 3%; Nrf2 activator: 0.1%; A549 viability: -3%; EPAC2 ag: -4%; TGFb inhibitor: 13%

Results for CCCc1nc2ccccc2c(C(=O)OCC(=O)NC2CC2)c1CC ?
IL-2 act: 0.0; Nrf2 inh: inconclusive; HepG2 viability: -3%; S2 tox: inactive; ATXN2 expr inh: -8%; Nrf2 activator: -0.3%; A549 viability: 1%; EPAC2 ag: 6%; TGFb inhibitor: -4%

Results for Cc1cc(C)c2nc(N(CCCN(C)C)C(=O)c3ccc4c(c3)OCCO4)sc2c1 ?
IL-2 act: -3.4; Nrf2 inh: inconclusive; HepG2 viability: -118%; S2 tox: inconclusive; ATXN2 expr inh: inconclusive; Nrf2 activator: -1.2%; A549 viability: 12%; EPAC2 ag: -10%; TGFb inhibitor: inconclusive

What do the screens show for `CCOC(=O)c1cc(NC(=O)c2ccc(OC)cc2)c(=O)oc1-c1ccccc1`?
IL-2 act: -1.6; Nrf2 inh: inconclusive; HepG2 viability: 3%; S2 tox: inactive; ATXN2 expr inh: -9%; Nrf2 activator: -0.2%; A549 viability: -1%; EPAC2 ag: 0%; TGFb inhibitor: 6%

What do the screens show for `NNC(=O)c1oc2nc(-c3ccco3)cc(-c3ccco3)c2c1N`?
IL-2 act: 26; Nrf2 inh: inconclusive; HepG2 viability: 6%; ATXN2 expr inh: inconclusive; Nrf2 activator: 6.8%; A549 viability: -18%; EPAC2 ag: -1%; TGFb inhibitor: -20%

Results for Cc1ccc(N=Cc2c(O)ccc3ccccc23)cc1F ?
IL-2 act: 2.8; Nrf2 inh: 1%; HepG2 viability: -17%; S2 tox: inactive; ATXN2 expr inh: -12%; Nrf2 activator: -0.4%; A549 viability: 6%; EPAC2 ag: -3%; TGFb inhibitor: 6%

What do the screens show for `Cc1nnc(SCc2ccc([N+](=O)[O-])cc2)[nH]c1=O`?
IL-2 act: -0.3; Nrf2 inh: 1%; HepG2 viability: -1%; S2 tox: inactive; ATXN2 expr inh: -27%[11.3 µM]; Nrf2 activator: -0.3%; A549 viability: 0%; EPAC2 ag: 6%; TGFb inhibitor: -3%

What do the screens show for `Cc1ccc(NC(=O)c2oc3c(c2C)C(=O)CC(C)(C)C3)cc1`?
IL-2 act: -1.9; Nrf2 inh: 5%; HepG2 viability: -6%; S2 tox: inactive; ATXN2 expr inh: 0%; Nrf2 activator: 0.6%; A549 viability: 1%; EPAC2 ag: 6%; TGFb inhibitor: 0%

Results for NC(=O)CNC(=O)[C@@H]1CC2(CC(c3ccccc3)=NO2)CN1C(=O)c1ccc(Br)cc1 (stereo not given in full) ?
IL-2 act: -1.8; Nrf2 inh: -2%; HepG2 viability: 0%; S2 tox: inactive; ATXN2 expr inh: 0%; Nrf2 activator: -0.5%; A549 viability: 3%; EPAC2 ag: 8%; TGFb inhibitor: -14%

How did COc1ccc(CCNC(=O)COC(=O)Cc2c[nH]c3ccccc23)cc1OC do in these assays?
IL-2 act: 1.5; Nrf2 inh: -2%; HepG2 viability: -6%; S2 tox: inconclusive; ATXN2 expr inh: -2%; Nrf2 activator: 2.9%; A549 viability: -7%; EPAC2 ag: 5%; TGFb inhibitor: 1%

How did Cc1cc(-c2ccc(N3CCOCC3)cc2)nc2ccccc12 do in these assays?
IL-2 act: -2.7; Nrf2 inh: inconclusive; HepG2 viability: -13%; S2 tox: inactive; ATXN2 expr inh: 76%[activator]; Nrf2 activator: 9.7%; A549 viability: 1%; EPAC2 ag: 6%; TGFb inhibitor: 6%

How did N#CC1=C2N=C(N)c3ccccc3N2C2=C(C(=O)CCC2)C1c1cccc(Cl)c1 (stereo not given) do in these assays?
IL-2 act: -3.8; Nrf2 inh: inconclusive; HepG2 viability: -4%; S2 tox: inconclusive; ATXN2 expr inh: inconclusive; Nrf2 activator: 6.6%; A549 viability: inconclusive; EPAC2 ag: 12%; TGFb inhibitor: inconclusive

The final three records of the section above are carried over, then new ones follow.
How did COc1ccc(CCNC(=O)COC(=O)Cc2c[nH]c3ccccc23)cc1OC do in these assays?
IL-2 act: 1.5; Nrf2 inh: -2%; HepG2 viability: -6%; S2 tox: inconclusive; ATXN2 expr inh: -2%; Nrf2 activator: 2.9%; A549 viability: -7%; EPAC2 ag: 5%; TGFb inhibitor: 1%

How did Cc1cc(-c2ccc(N3CCOCC3)cc2)nc2ccccc12 do in these assays?
IL-2 act: -2.7; Nrf2 inh: inconclusive; HepG2 viability: -13%; S2 tox: inactive; ATXN2 expr inh: 76%[activator]; Nrf2 activator: 9.7%; A549 viability: 1%; EPAC2 ag: 6%; TGFb inhibitor: 6%

How did N#CC1=C2N=C(N)c3ccccc3N2C2=C(C(=O)CCC2)C1c1cccc(Cl)c1 (stereo not given) do in these assays?
IL-2 act: -3.8; Nrf2 inh: inconclusive; HepG2 viability: -4%; S2 tox: inconclusive; ATXN2 expr inh: inconclusive; Nrf2 activator: 6.6%; A549 viability: inconclusive; EPAC2 ag: 12%; TGFb inhibitor: inconclusive

Results for Cc1ccc(C)c(NC(=O)CSc2nc(=O)n(CCN(C)C)c3c2CCC3)c1 ?
HepG2 viability: -2%; Nrf2 activator: 6.3%; A549 viability: 15%; TGFb inhibitor: 0%

What do the screens show for `CCCCSc1nn[nH]n1`?
IL-2 act: -2.8; Nrf2 inh: 3%; HepG2 viability: 2%; S2 tox: inactive; ATXN2 expr inh: -2%; Nrf2 activator: 0.1%; A549 viability: -12%; EPAC2 ag: 12%; TGFb inhibitor: -4%

How did CC(C)(C)C(=O)Cn1c(=O)n(-c2ccc(Cl)cc2)c(=O)c2c3c(sc21)CCCC3 do in these assays?
Nrf2 inh: 4%; HepG2 viability: -5%; S2 tox: inconclusive; ATXN2 expr inh: -16%; Nrf2 activator: -1.1%; A549 viability: 2%; TGFb inhibitor: 0%

What do the screens show for `O=C(COC(=O)/C=C/c1cn(-c2ccccc2)nc1-c1ccc2c(c1)OCCO2)NC1CCS(=O)(=O)C1` (stereo not given)?
IL-2 act: -3.1; Nrf2 inh: -19%; HepG2 viability: -13%; S2 tox: inactive; ATXN2 expr inh: -5%; Nrf2 activator: 0.2%; A549 viability: -11%; EPAC2 ag: 12%; TGFb inhibitor: -3%

Results for COc1ccc(S(=O)(=O)NCc2ccccn2)cc1Cl ?
IL-2 act: -0.5; Nrf2 inh: -11%; HepG2 viability: -1%; S2 tox: inactive; ATXN2 expr inh: 3%; Nrf2 activator: -0.6%; A549 viability: -4%; EPAC2 ag: -1%; TGFb inhibitor: inconclusive

Results for Cc1cc(C2=NNC(=NCCc3ccccc3)SC2)c(C)n1CC1CCCO1 (stereo not given) ?
IL-2 act: -0.4; Nrf2 inh: inconclusive; HepG2 viability: -8%; S2 tox: inactive; ATXN2 expr inh: 80%[activator]; Nrf2 activator: 7.9%; A549 viability: -8%; EPAC2 ag: -2%; TGFb inhibitor: inconclusive

Results for COc1ccc(Oc2c(C(F)(F)F)oc3cc(OCC(=O)O)ccc3c2=O)cc1 ?
IL-2 act: 9.9; Nrf2 inh: 6%; HepG2 viability: 26%; S2 tox: inactive; ATXN2 expr inh: -2%; Nrf2 activator: 0.3%; A549 viability: -4%; EPAC2 ag: 0%; TGFb inhibitor: -1%

How did O=C(/C=C/c1ccccc1)NCCc1ccc2c(c1)OCCO2 do in these assays?
IL-2 act: -1.9; Nrf2 inh: -11%; HepG2 viability: 7%; S2 tox: inactive; ATXN2 expr inh: -2%; Nrf2 activator: -1.1%; A549 viability: 0%; EPAC2 ag: 8%; TGFb inhibitor: -2%

Results for COc1cccc(C(=O)Nc2ccc(N(C)C)cc2)c1OC ?
IL-2 act: -1.0; Nrf2 inh: inconclusive; HepG2 viability: -3%; S2 tox: inconclusive; ATXN2 expr inh: 2%; Nrf2 activator: -0.7%; A549 viability: -3%; EPAC2 ag: -7%; TGFb inhibitor: 7%

Results for CCOC(=O)c1ccc(NC(=O)CN2C(=O)CSCC2=O)cc1 ?
IL-2 act: -0.3; Nrf2 inh: 3%; HepG2 viability: 2%; S2 tox: inactive; ATXN2 expr inh: 1%; Nrf2 activator: -0.4%; A549 viability: -1%; EPAC2 ag: 9%; TGFb inhibitor: 1%

How did CC(=O)c1ccc(NC(=O)c2ccc(CN3C(=O)CCn4nc(C)cc43)cc2)cc1 do in these assays?
Nrf2 inh: 24%; HepG2 viability: 7%; Nrf2 activator: 0.9%; A549 viability: 1%; TGFb inhibitor: -20%
